High-throughput results (PubChem BioAssay)
M4 ag: CHRM4 agonism in calcium assay; P08173; CHO-K1 hM4/Gqi5, Fluo-8 calcium fluorescence; vehicle 0%, full acetylcholine response 100%; activation, % at 3 µM; hit rate 0.14% among 360,000; AID 624127;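 active = activation above the run mean over all test wells plus 3 SD, cut at about 32% in these data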;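 note: peak over basal fluorescence ratio per well then scaled between controls; 0% = DMSO wells and 100% = acetylcholine at EC100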
Target sequence (P08173 whole entry, looked up): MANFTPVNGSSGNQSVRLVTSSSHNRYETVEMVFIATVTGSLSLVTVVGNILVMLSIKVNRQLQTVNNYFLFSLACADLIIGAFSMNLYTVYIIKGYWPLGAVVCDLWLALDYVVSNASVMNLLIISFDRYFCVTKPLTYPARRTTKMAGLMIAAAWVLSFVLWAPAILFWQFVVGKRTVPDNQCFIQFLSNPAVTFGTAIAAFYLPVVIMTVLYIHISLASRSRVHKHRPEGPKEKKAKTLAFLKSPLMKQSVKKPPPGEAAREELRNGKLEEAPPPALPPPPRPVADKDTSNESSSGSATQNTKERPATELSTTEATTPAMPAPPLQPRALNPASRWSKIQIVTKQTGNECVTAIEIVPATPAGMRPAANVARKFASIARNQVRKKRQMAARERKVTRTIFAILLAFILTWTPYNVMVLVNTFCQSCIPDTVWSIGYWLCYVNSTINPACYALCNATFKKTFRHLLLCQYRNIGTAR
CHRM1 PAM: potentiates human M1 receptor response to acetylcholine. AID 588819. CHO-K1 hM1, Fluo-8 calcium fluorescence, ACh EC20; 0% = ACh EC20, 100% = maximal ACh. activation, % at 3 µM. hit rate 0.088% among 360,000; in the data active = activation above about 19%, passing the limit was not always enough
Target sequence (P11229 whole entry, looked up): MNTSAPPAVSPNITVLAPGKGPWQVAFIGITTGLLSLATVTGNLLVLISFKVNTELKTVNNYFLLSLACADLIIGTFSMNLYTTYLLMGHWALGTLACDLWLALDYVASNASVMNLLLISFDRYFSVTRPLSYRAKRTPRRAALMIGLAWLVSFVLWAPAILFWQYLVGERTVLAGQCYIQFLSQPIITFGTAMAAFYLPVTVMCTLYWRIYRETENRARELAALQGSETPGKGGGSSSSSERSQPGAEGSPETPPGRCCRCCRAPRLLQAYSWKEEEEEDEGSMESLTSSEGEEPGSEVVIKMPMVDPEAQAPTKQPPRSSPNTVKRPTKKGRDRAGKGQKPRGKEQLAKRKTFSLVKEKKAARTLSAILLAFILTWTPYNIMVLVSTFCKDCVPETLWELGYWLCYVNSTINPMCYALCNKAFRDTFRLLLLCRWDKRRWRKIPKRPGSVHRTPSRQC
CHO parental Ca: signal in parental CHO cells, OX1R antagonist counter-screen; inhibition, % at 5.6 µM; hit rate 0.63% among 330,000; AID 463079; parental CHO-K1, ATP-induced calcium, Fluo-8 fluorescence;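 active = inhibition above that plate's mean sample inhibition plus 3 SD, cut at about 26% in these data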;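 note: 0% = ATP-challenged DMSO wells and 100% = DMSO wells without ATP; some compounds past the cut are filed as inactive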
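material = parental CHO cells | also added = ATP as calcium-mobilizing challenge | dosing = single point at 5.6 µM | detection = intracellular calcium via Fluo-8 no-wash fluorescent dye | read-out = % inhibition | benchmarks = low control ATP plus DMSO, high control DMSO only | repeats = one well per compound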
OXTR potentiate: potentiators of human oxytocin receptor. CHO-OTR cells, Fluo-8 calcium fluorescence, potentiator mode; 0% = oxytocin EC15, 100% = EC100. P30559. activation, % at 3 µM. hit rate 0.061% among 320,000. AID 2445;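 active = activation above that plate's cutoff, the mean activation of tested compounds plus 3 SD, cut at about 6.6% in these data, passing the limit was not always enough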;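 note: 100% uses oxytocin at 75 nM as the full agonist control; some results filed as inactive read as strong as hits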
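Assay system: CHO cell line stably expressing human OTR | Also added: Oxytocin at about EC15, sub-maximal agonist stimulus | Times: Compound 6 min at room temperature before oxytocin, 100 s read | Measured by: Fluo-8 intracellular calcium fluorescence, ex 470-495, em 515-575 nm | Controls: EC15 oxytocin alone as 0%, 75 nM oxytocin as 100%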
CHRM1 antagonist: human CHRM1 antagonism | P11229 | CHO-K1 hM1, Fluo-8 calcium fluorescence, ACh EC80 antagonist | inhibition, % at 3 µM | hit rate 1.3% among 360,000 | AID 588852;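 active = percent inhibition above its own plate's cutoff, namely the mean of that plate's compound wells plus 3 SD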;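 note: peak over basal fluorescence ratio during 140 s after agonist addition; 0% = ACh EC80 plus DMSO and 100% = DMSO alone without agonist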
CHO-K1 Ca antag: counter-screen for M1 antagonists: effect in parental CHO-K1 cells. hit rate 0.6% among 360,000. ATP-induced calcium, Fluo-8 fluorescence. AID 602250. inhibition, % at 3 µM;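 active = inhibition above a per-plate cutoff, the plate's mean sample inhibition plus 3 SD, cut at about 24% in these data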;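 note: 0% = DMSO plus EC80 ATP and 100% = DMSO alone without ATP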
CHRM1 agonist: agonists of human M1 muscarinic receptor; P11229; CHO-K1 hM1, Fluo-8 calcium fluorescence, agonist mode; 0% DMSO, 100% acetylcholine EC100; activation, % at 3 µM; hit rate 0.33% among 360,000; AID 588814;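 active = activation above the run's mean compound activation plus 3 SD, cut at about 16% in these data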;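 note: peak over basal fluorescence ratio within a 140 s kinetic read after compound addition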
CHO-K1 Ca ag: M1 agonist counterscreen hit in parental CHO-K1 cells. Fluo-8 calcium fluorescence; scaled to maximal ATP response, vehicle zero. activation, % at 3 µM. hit rate 0.48% among 360,000. AID 602248; in the data active = activation above about 15%;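 note: untransfected CHO-K1 host cells lacking M1 receptor as counterscreen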
M4 antag: CHRM4 antagonism in calcium assay. hit rate 0.73% among 360,000. inhibition, % at 3 µM. CHO-hM4 cells, ACh EC80, Fluo-8 calcium fluorescence. P08173. AID 624125;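 active = inhibition above its plate's cutoff, the mean inhibition of sample wells plus 3 SD, cut at about 27% in these data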;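 note: 0% = acetylcholine EC80 with DMSO and 100% = DMSO without agonist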
The depositor's hits bear a star; / = not tested or not shown; & = joins results of further samples.

SMILES	M4 ag	CHRM1 PAM	CHO parental Ca	OXTR potentiate	CHRM1 antagonist	CHO-K1 Ca antag	CHRM1 agonist	CHO-K1 Ca ag	M4 antag
O=C(NCC1CC1)c1cc(-c2ccccc2)nn1CC1CC(c2cccc([N+](=O)[O-])c2)=NO1 (stereo not given)	3	12	-25	-9	-3	-15	-4	4.2	-10
CCCOc1ccc(NC(=O)C2CC(=O)N3CCCN=C3S2)cc1 (stereo not given)	2	6	-21	-5	-8	-8	-3	0.1	11
O=C(Nc1ccc(C(=O)O)cc1)/C(=C\C=C\c1ccccc1)NC(=O)c1cccc(Br)c1	1	11	-5	-11	-12	-3	-2	-0.3	-7
Cc1cc(C(=O)NCCC2=CCCCC2)c(C)o1	0	8	-14	-1	3	22	-2	-0.3	-1
CNC(=O)c1cc(C)c(-c2ccccc2)s1	-1	19	-15	-8	-7	-9	3	-1.0	2
COc1cccc(N2CCN(C(=O)c3cc(-c4ccc(F)cc4)[nH]c3C)CC2)c1	5	5	/	/	-4	-18	-3	4.9	3
Cc1ccc(-c2csc(NC(=O)c3ccccc3Cl)c2C(=O)O)cc1	2	15	9	-6	-10	-9	-1	1.9	-11
CCOc1ccccc1CNC(=O)CNC(=O)c1cccs1	1	8	-7	-9	-7	-20	-3	0.9	2
O=C(CSc1nc2ccccc2c(=O)n1-c1ccc(F)cc1F)NC1CCS(=O)(=O)C1 (stereo not given)	1	1	/	/	-3	4	-3	0.3	-3
Cc1ccc(C)c(S(=O)(=O)N2C(=S)NC(=O)C2C(C)C)c1 (stereo not given)	1	10	-21	-1	-8	-4	-1	0.5	-9
CC(=O)/C=C(/C)NC(Cc1c[nH]c2ccccc12)C(=O)O (stereo not given)	2&1	4&1	-10&1	-4&-3	-14&2	-16&-4	-1&-2	-0.1&0.3	-9&-12
CN(C(=O)CC1C(=O)NCCN1Cc1ccc(F)c(F)c1)C1CCCCC1 (stereo not given)	0	18	-21	-6	-5	2	1	-0.1	2
COCCNC(=O)C(=O)NCC(c1ccc2c(c1)OCO2)N1CCN(c2ccc(F)cc2)CC1 (stereo not given)	1	3	3	-19	-3	-7	-2	1.9	5
COc1ccc(C(=O)NC2CCCN(Cc3ccc(Cl)cc3)C2)c(OC)c1 (stereo not given)	5	-1	-30	1	-8	-19	-5	2.8	-7
CC(C)n1cnc2c(N(C)c3cccc(Cl)c3)nc(N(CCO)CCO)nc21	6	3	-24	-1	-4	-26	-5	1.7	-12
CN1CCN(C(=S)NC(=O)c2ccco2)CC1	0	-3	6	-20	13	5	-1	-0.2	-10
O=c1[nH]c2cc3c(cc2cc1CN(CCc1ccccc1)C(=S)NCCCN1CCOCC1)OCCO3	3	1	/	/	-11	60*	-6	-1.8	-3
COc1ccc(Nc2c3c(nc4ccccc24)CCC3)c(OC)c1	2	2	-6	-17	-4	-11	-9	1.0	-14
CCC(=O)N1CCN(c2ccc(NC(=O)c3ccc4c(c3)OCO4)cc2)CC1	3	5	6	-19	0	-1	-2	1.0	2
O=C(COc1nc2ccccc2nc1N1CCOCC1)Nc1ccc(S(=O)(=O)N2CCCC2)cc1	1	4	-4	-9	-1	-2	-8	0.1	0
Cn1nc(-c2ccccc2)c2cc([N+](=O)[O-])ccc21	0	16	0	-8	-18	-11	-2	0.6	-1
O=S1(=O)CCOC[C@H](c2ccccc2)N1Cc1cccc(Cl)c1	0	4	-11	-14	-9	0	-5	-0.7	-3
CCC(C)(C)c1ccc(OCCCC[n+]2cccc(C)c2)c(C(C)(C)CC)c1	2	-26	/	/	25*	10	7	14	47*
CC1=C(C#N)C(NC(=O)C2CC2)(C(F)(F)F)C(=O)N1 (stereo not given)	0	4	-12	-3	-4	-16	-3	0.5	3
Cn1c(=O)c2c(-c3ccccc3)n(-c3cc(Cl)c([N+](=O)[O-])cc3O)cc2n(C)c1=O	5	2	/	/	-22	-21	-2	4.1	2
O=C(c1cn(Cc2ccccc2)nc1-c1cccnc1)N1CCc2ccccc2C1	3	8	-14	-4	-11	-17	-4	0.8	0
O=C(N/N=C\c1ccccc1)c1cccc(C(=O)N/N=C\c2ccccc2)n1	2	6	-26	1	-3	0	-5	1.1	-13
C[C@H](CO)N1C[C@H](C)[C@@H](CN(C)Cc2ccc3c(c2)OCO3)Oc2c(NC(=O)C3CCCCC3)cccc2C1=O	2	21	-24	-1	-1	-12	0	-1.0	3
CCSCc1nnc(SCC(=O)Nc2cccc(SC)c2)n1C	-1	7	-4	-6	-13	-4	-6	-0.1	4
CCOc1ccc(CCNC(=O)COC(=O)c2cc(S(=O)(=O)N3CCOCC3)ccc2F)cc1OCC	0	3	/	/	9	-1	-2	0.1	-10

Single records (already shown). Order of screens: M4 ag | CHRM1 PAM | CHO parental Ca | OXTR potentiate | CHRM1 antagonist | CHO-K1 Ca antag | CHRM1 agonist | CHO-K1 Ca ag | M4 antag
`Cn1nc(-c2ccccc2)c2cc([N+](=O)[O-])ccc21` is entered as 0 | 16 | 0 | -8 | -18 | -11 | -2 | 0.6 | -1
`Cc1ccc(C)c(S(=O)(=O)N2C(=S)NC(=O)C2C(C)C)c1` (stereo not given) is entered as 1 | 10 | -21 | -1 | -8 | -4 | -1 | 0.5 | -9

Other compounds:
SMILES	M4 ag	CHRM1 PAM	CHO parental Ca	OXTR potentiate	CHRM1 antagonist	CHO-K1 Ca antag	CHRM1 agonist	CHO-K1 Ca ag	M4 antag
C=CCn1c(=O)c(C(=O)NCCc2ccc(Cl)cc2)c(O)c2cc(OC)c(OC)cc21	0	4	-1	-8	-19	-13	-3	-0.1	3
COCCn1c(SCC(=O)N(C)c2ccccc2)nc2c([nH]c3ccccc32)c1=O	1	-8	-28	-10	-5	0	-1	0.3	5
C[C@H]1CN([C@@H](C)CO)C(=O)CCCn2cc(nn2)CO[C@@H]1CN(C)S(=O)(=O)c1cccs1	0	-5	/	/	10	-1	-4	-0.1	-7
O=C(NCCCN1CCOCC1)c1nn2c(C(F)(F)F)cc(-c3ccco3)nc2c1Cl	2	5	-12	-3	-16	1	-6	0.5	-6
CCCn1nnc(NC(=O)c2cccnc2Cl)n1	1	2	-9	-1	-6	6	-2	0.4	-6
O=C1O[C@@H](c2ccccc2)C[C@@H](O)[C@H](O)CCCCc2ccccc21	7	/	/	/	/	-20	/	2.3	0
COc1cccc(-c2ncc3ccccc3c2COC(=O)N2CCCCC2)c1	7	8	-19	-7	-7	-8	-1	1.2	-1
C[C@H](CO)N1C[C@H](C)[C@@H](CN(C)C(=O)Nc2ccccc2)Oc2ccc(NC(=O)c3ccncc3)cc2C1=O	1	6	3	-6	-4	-6	-3	0.1	-1
C[C@@H]1COc2cccc(N3CCC[C@@H]3CO)c2S(=O)(=O)N1	0	/	/	/	/	-4	/	-0.2	2
COc1ccc(CCC(=O)NCCS(=O)(=O)N2CCN(c3ccc(F)cc3)CC2)cc1	16	-13	3	-15	8	-7	0	14	3
CCOc1cc(/C=C/C(=O)O)ccc1OCCO	0	-3	-8	-2	13	5	-3	-0.2	-5
O=C(CCCCn1c(=O)c2ccccc2n(Cc2ccccc2F)c1=O)NC1CCN(Cc2ccccc2)CC1	5	-18	-14	-2	20	-15	-6	1.4	3
CN(Cc1ccccc1)C(=O)CCn1c(=O)oc2ccccc21	1	8	-5	-3	-3	-2	-9	0.7	2
Cc1cc(NC(=O)CC(CN(C)S(=O)(=O)c2ccccc2)c2ccccc2)no1 (stereo not given)	2	1	-1	2	-2	-10	-3	1.2	-3
Cc1ccc(OCc2cc(C(=O)NCC(C)(C)N3CCOCC3)no2)cc1C	5	8	-19	-9	-19	-13	-3	3.1	-8
COc1ccc(N2C(=O)CSC(c3ccccc3)C2=O)cc1 (stereo not given)	12	-10	-3	-5	-6	8	-12	2.8	-4
CN(C)S(=O)(=O)c1ccc(Cl)c(-c2nnc3n2CCCCC3)c1	1	-5	-6	-10	1	4	-6	0.1	-1
Cc1nonc1NC(=O)c1ccc(Cl)c(S(=O)(=O)N2CCCCC2)c1	6	3	-13	-20	-7	-1	-1	5.0	-6
O=C(Cn1cc(COc2c(Br)cc(F)cc2Br)nn1)c1ccc(O)cc1	7	3	/	/	-6	-7	-3	1.2	-7
Cc1nn(-c2ccccc2)c(C)c1NC(=O)COC(=O)C1CC(=O)N(CCc2ccccc2)C1 (stereo not given)	1	5	-18	-3	-5	-8	-4	0.6	-12
C=CCOc1ccc(/C=C2/C(=O)ON=C2C)cc1OCC	2	9	2	-6	-16	-16	-2	0.9	-24
Cc1cccn2c(=O)c3cc(C(=O)N4COCC4(C)C)n(Cc4ccccc4)c3nc12	2	7	-17	-3	-15	-18	-3	2.4	1
Cc1ccc(S(=O)(=O)NCC2CCC(C(=O)NC3CCCCC3)CC2)cc1 (stereo not given)	11	-1	-4	0	2	-5	-5	4.7	-11
Cc1noc(C)c1C(=O)N1CCCC1	0	9	7	-9	-8	12	0	-0.3	-8
CC1CC(C)CN(C(=O)c2cccc(NC(=O)CC3SC(N4CCCCC4)=NC3=O)c2)C1 (stereo not given)	-2	1	-28	0	-11	-8	-3	-0.6	0
CSC(SC)=C(C#N)C(=O)c1ccccc1	0	2	-9	-11	0	-7	-4	0.3	5
CCCCn1c(N)c(N(CCOC)C(=O)C2CCN(S(=O)(=O)c3ccc(C)cc3C)CC2)c(=O)[nH]c1=O	1	15	-5	-11	-19	0	-1	0.7	2
COC(=O)c1cc(COC(=O)c2ccc(OC)c(S(=O)(=O)N3CCCC3)c2)oc1C	1	-1	/	/	8	-7	-4	1.1	15
O=C(CCCn1c(=S)[nH]c2cc3c(cc2c1=O)OCO3)NC1CC1	0	3	-10	-6	-1	1	-5	0.1	5
Cc1ccsc1CNC(=O)C1(C)CCN1C(C)C (stereo not given)	1	0	/	/	-2	-3	-9	-0.3	8
O=C(NC(NC(=S)Nc1cccc(Cl)c1)C(Cl)(Cl)Cl)OCc1ccccc1 (stereo not given)	23	-21	25	-17	20	18	2	5.5	17
CCN(CC)CCCN1C(=O)c2oc3ccccc3c(=O)c2C1c1cccnc1 (stereo not given)	0	2	-6	-15	8	9	-3	-0.3	5
O=C(CCc1nc2sc3c(c2c(=O)[nH]1)CCCC3)NCCc1ccc(Cl)cc1	2	4	/	/	-8	10	-1	0.1	-6
Cc1ccc(S(=O)(=O)N2CCCC2C(=O)OCc2ccco2)cc1 (stereo not given)	2	7	-5	2	2	-2	-3	6.8	-2
Cc1ccc(-n2nnnc2SCC(=O)c2cc(C)n(CC3CCCO3)c2C)cc1 (stereo not given)	0	-2	-11	-11	5	8	-2	0.4	5
COC(=O)c1ccc(CN2CCC(CO)(Cc3ccccc3Cl)CC2)cc1	2	-5	-34	-24	52*	12	19*	1.1	27*
COCCn1c(=NC(=O)CCS(=O)(=O)c2ccccc2)sc2cc(C)ccc21	1	2	-14	0	0	-8	-4	0.0	2
CCc1nc(C)ccc1OCC(=O)N1CCc2c([nH]c3ccccc23)C1c1ccccn1 (stereo not given)	2	2	-17	-17	2	-16	-6	-0.3	-12
CC(NCC(O)COc1ccc(Br)cc1)c1ccccc1 (stereo not given)	3	-3	-21	-10	75*	-5	1	6.3	-12
